UTI89 phage lysis: inhibition of K1F phage lysis, E. coli UTI89, bacterial capsule biogenesis inhibitors, alamar blue (AID 488966); E. coli UTI89 K1F phage lysis, alamar blue, 2 h; higher % means a stronger effect; inhibition, % at 100 µM, or IC50 in µM where a hit was titrated; 340,000 compounds, 0.02% hits;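 active means phage lysis inhibition, versus mean bacterial control, above a set limit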;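 further: capsule biogenesis inhibitors block K1F phage lysis so surviving cells raise fluorescence; higher fluorescence means more inhibition of phage lysis; actives were called in the ten point dose series up to 300 µM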
* hit, by the source's call; [ ] = another dose, or the depositor's remark.

Molecule	UTI89 phage lysis
Oc1c(Br)cc(/C=N/n2c(-c3ccccc3)n[nH]c2=S)c(O)c1Br	-1.4%
CC(C)CC1(C)NC(=O)N(CC(=O)Nc2ccc(F)c(F)c2F)C1=O (stereo not given)	2.2%
COc1ccc(NC(=O)[C@H](C)NC(=O)C2CCN(S(=O)(=O)c3ccc(C)cc3)CC2)cc1	3.3%
Nc1[nH]c(=O)[nH]c(=O)c1N=Cc1ccccc1	0.1%
CCOc1cccc(/C=N/N2CCN(c3ccc(Cl)cc3)CC2)c1O	0.3%
Cc1ccc(NC(=O)c2ccc(OCc3c(C)noc3C)cc2)nc1	0.7%[50 µM]
CN1CCN(S(=O)(=O)c2ccccc2)CC1	-0.4%
Cc1cccc(C)c1NC(=O)COC(=O)CNC(=O)C1CCCCC1	0.2%[50 µM]
O=C(COc1ccccc1Cl)NCCCNC(=O)c1cccnc1	1.6%
CN(Cc1cnccn1)C(=O)c1cc(COc2cccc(C(F)(F)F)c2)on1	0.1%
COCCNC(=O)c1cccc(OC2CCN(Cc3ccc(F)cc3OC)CC2)c1	0.4%
COc1ccc(CCN=C(N)NS(=O)(=O)c2cc(F)ccc2F)cc1	1.5%[50 µM]
O=C(Nc1ccc(Cl)cc1)c1nc[nH]c1C(=O)NCCN(CCNC(=O)c1[nH]cnc1C(=O)Nc1ccc(Cl)cc1)CCNC(=O)c1[nH]cnc1C(=O)Nc1ccc(Cl)cc1	5.4%
c1nc(SSc2ncnc3nc[nH]c23)c2[nH]cnc2n1	1.4%
CC(C)[C@H](NC(=O)N1c2ccccc2NC(=O)[C@@H]1C(C)C)C(=O)N[C@H](Cc1ccccc1)C(=O)O	9.3%
CC(=O)N1CCN(C(=O)COC(=O)COc2ccc(C#N)cc2)CC1	1.4%[50 µM]
O=C(Cn1ccccc1=O)Nc1ccc(Cl)c(S(=O)(=O)N2CCCCC2)c1	1.3%[50 µM]
Cc1cccc(N(C)C(=O)CN2C(=O)COc3ccc(S(=O)(=O)N4CCCCCC4)cc32)c1	-0.2%
O=[N+]([O-])c1ccccc1S(=O)(=O)Nc1ccn(Cc2c(F)cccc2Cl)n1	0.1%
COc1ccc(CCC(=O)NCCOc2ccc(C)cc2)cc1	0.2%
C=C1[C@H](C)CN(S(=O)(=O)C(C)(C)C)[C@H]1CCO	0.4%
Cc1ccc(CONC(=O)c2cccc([N+](=O)[O-])c2)cc1	0.5%[50 µM]
CC1CCN(S(=O)(=O)c2ccc(C(=O)OC(C)C(=O)N(C)C3CCCCC3)cc2)CC1 (stereo not given)	1.1%[50 µM]
CCCCn1c(N)c(N(CCOC)C(=O)CN2C(=O)c3ccccc3C2=O)c(=O)[nH]c1=O	0.2%
C/C(=N/Nc1nc(C)cc(C)n1)c1ccc(Br)cc1	-0.6%
O=C(O)c1ccccc1OCCN1CCCC1=O	1.3%
COc1ccc(S(=O)(=O)N2CCCC2)cc1Br	0.6%
COc1ccc(C(=O)C2CCN(C(=O)c3ccc(F)cc3)CC2)cc1	-0.7%
N#Cc1ccc(NC2c3ccccc3CC2O)cc1 (stereo not given)	-0.5%
COc1ccc(NC2CCCN(C(=O)c3cccc(N4CCNC4=O)c3)C2)cc1 (stereo not given)	0.2%
O=C(CSc1ccc2nnc(CCNC(=O)c3ccccc3)n2n1)NCc1ccco1	0.0%[50 µM]
CN(C)S(=O)(=O)c1ccc(C(=O)OCC(=O)Nc2ccc3c(c2)OCO3)cc1	0.5%[50 µM]
CCc1c(O)nc(SCC(=O)N2CCc3cc(OC)c(OC)cc3[C@@H]2C)[nH]c1=O	5.2%
C#CCOCCOCCOCCNc1nc(N2CCN(C(=O)CCCCCCCCCCNC(=O)[C@H](CCCCN)n3cc(CCCC(=O)O)nn3)CC2)nc(N2CCN(C(=O)CCCCCCCCCCNC(=O)[C@H](CCCCN)n3cc(CCCC(=O)O)nn3)CC2)n1	-0.9%
Cc1ccccc1NC(=O)COC(=O)c1ccc2nc(C)c(C)nc2c1	0.5%[50 µM]
CCc1ccccc1OCC(=O)N1CCN(c2ncccn2)CC1	1.8%[50 µM]
COc1ccccc1N(C)S(=O)(=O)c1ccc(Cl)c(C(=O)NCCCN2CCOCC2)c1	0.1%[50 µM]
CS(=O)(=O)N1CCN(C(=O)c2ccc3c(c2)OCCO3)CC1	-0.4%
Cc1cc(C)c(OCC(=O)OCC(=O)N2CCN(C(=O)c3ccco3)CC2)c(C)c1	1.6%[50 µM]
COc1ccccc1CNC(=O)Cc1c[nH]c2ccccc12	0.2%
CCOC(=O)N1CCc2c(sc3c2c(=O)n(-c2ccc(CC)cc2)c(=O)n3CC(=O)NCC2CCCO2)C1 (stereo not given)	0.3%
NS(=O)(=O)c1cccc(NC(=O)c2ccc(NS(=O)(=O)c3cccc([N+](=O)[O-])c3)cc2)c1	-2.6%
CN(C)CCCN(C(=O)c1ccco1)c1nc(-c2ccc(Cl)cc2)cs1	3.3%
COC(=O)c1ccc(OC(=O)C2CSC3(C)CCC(=O)N23)cc1 (stereo not given)	1.4%[50 µM]
COc1cccc(CNC(=O)C(C)n2nc(C)n3c(cc4occc43)c2=O)c1 (stereo not given)	0.0%

Four compounds from above, sorted by molar mass, falling:
Molecule	UTI89 phage lysis
COc1ccccc1N(C)S(=O)(=O)c1ccc(Cl)c(C(=O)NCCCN2CCOCC2)c1	0.1%[50 µM]
Cc1cc(C)c(OCC(=O)OCC(=O)N2CCN(C(=O)c3ccco3)CC2)c(C)c1	1.6%[50 µM]
CN(C)CCCN(C(=O)c1ccco1)c1nc(-c2ccc(Cl)cc2)cs1	3.3%
CCc1ccccc1OCC(=O)N1CCN(c2ncccn2)CC1	1.8%[50 µM]

Next part
Molecule	UTI89 phage lysis
COc1ccc(N2CC(NC(=O)c3cccc4ccccc34)CC2=O)cc1OC (stereo not given)	0.8%[50 µM]
Cc1ccc(-c2cc(C(=O)N3CCN(c4ccccc4O)CC3)c3ccccc3n2)o1	0.7%[50 µM]
Cc1cc(C(=O)COC(=O)c2cccc(O)c2)c(C)n1C1CC1	0.3%[50 µM]
OCC[C@@H]1C[C@H](O)[C@@H](O)[C@]2(CCCc3ccccc3O2)O1	2.4%
COc1ccc2c(c1)c(C(=O)O)c(C)n2-c1ccc(Cl)cc1	0.2%
COc1cc(C#Cc2c(-c3cncn3C)n(C)c3ccc(-c4cnc(N5CCOCC5)nc4)cc23)cc(OC)c1	0.8%
COC(=O)c1sccc1NC(=O)c1c(Cl)cccc1Cl	0.0%
CC(C)(C)S(=O)(=O)N1C[C@H]2CC/C=C\C/C(c3ccccc3)=C\2[C@@H]1CCO	-0.2%
O=C(NCCCNC(=O)c1ccc(Cl)cc1Cl)c1ccccn1	-0.1%
COc1ccc(NC(=O)CN(C)C(=O)c2cc(-c3ccncc3)nc3ccccc23)cc1	0.9%
O=C(Nc1ccccc1N1CCCC1)c1ccccc1F	0.1%
CNC(=O)Cn1nc(-c2ccc(Cl)cc2)c2ccccc2c1=O	0.5%
COc1ccccc1-c1nnc(NC(=O)c2ccc(S(=O)(=O)N3CCCC3)cc2)o1	-0.1%
CN(C)c1ccc(C(CNC(=O)COc2ccc(Cl)cc2)N2CCCC2)cc1 (stereo not given)	0.6%
COc1ccc(C(C)(C)C)cc1NC(=O)COC(=O)c1nc2nccc(C)n2n1	1.0%[50 µM]
COc1ccccc1N1CCN(C(=O)c2nn(C)c3c2CS(=O)(=O)c2ccccc2-3)CC1	0.3%
Cc1ccnc(NC(=O)Cc2ccc(-c3ccccc3)cc2)c1	2.2%[50 µM]
COc1ccc(S(=O)(=O)NCCc2ccncc2)cc1	0.3%
CCOc1ccc(OCCC(=O)N(CC)CC(=O)Nc2ccccc2C(F)(F)F)cc1	1.0%[50 µM]
O=C1c2ccccc2NC(c2ccccc2O)N1O (stereo not given)	0.4%
Cc1nn(C(C)C(=O)NCCCN2CCCCCC2)c(=O)c2cc3sccc3n12 (stereo not given)	4.3%
COc1ccc(CCN(C)C(=O)CSc2nc3ccccc3c(=O)n2CC2CCCO2)cc1OC (stereo not given)	-0.1%[50 µM]
CN(CC(=O)Nc1ccc(F)c(F)c1F)C(=O)c1ccc(N2CCCC2=O)cc1	0.0%
CCOc1ccc(CNc2nc3ccccc3n2C)cc1	-0.5%
COc1ccc(NC(=O)c2ccccc2Oc2ccccc2)cc1	1.3%
COc1ccc(CN2C(=O)c3cccnc3C2=O)cc1S(=O)(=O)N1CCOc2ccc(C)cc21	0.2%
COc1c(NC=O)c2c(c([N+](=O)[O-])c1OC)C(=O)OC2	0.3%
Brc1ccc(OCCCCN2CCCCC2)cc1	0.2%
CC1CN(c2ccc([N+](=O)[O-])c(NCCOc3ccc(Cl)cc3)c2)CC(C)N1 (stereo not given)	0.1%
Cc1ccc(NC(=O)CC2(CC(=O)O)CCCC2)c(C)c1	0.5%
CCCc1cc(=O)[nH]c(SCC(=O)Nc2ccc(N3CCCCC3)cc2)n1	0.5%
O=C(Nc1ccc2nc3n(c(=O)c2c1)CCCC3)c1ccc(Cl)nc1	-0.8%
COc1ccc(CNC(=O)c2ccccc2SCC(=O)N2CCCC2)cc1OC	0.8%[50 µM]
O=C(NC(=S)NNC(=O)c1ccccc1O)c1ccccc1	0.9%
NS(=O)(=O)c1ccc(CCNC(=O)C2CCN(C(=O)Nc3ccccc3)CC2)cc1	1.7%
O=C(CC(=O)Nc1ccccc1C(F)(F)F)Nc1ccccc1C(F)(F)F	-0.2%
Cc1oc(-c2ccc(Cl)cc2)nc1CS(=O)CC(=O)NCCCN1CCOCC1 (stereo not given)	0.5%
CN(CC(=O)Nc1ccccc1Cl)C(=O)COC(=O)C1=COCCO1	0.3%[50 µM]
COC(=O)CNC(=O)c1cc(-c2ccncc2)nc2ccccc12	0.2%
CC1CCN(S(=O)(=O)c2ccc3c(c2)CC(C)N3C(=O)C2CCC2)CC1 (stereo not given)	0.4%
CCC(CC)COC(=O)C1=C(C)NC(=O)NC1c1ccc(N(C)C)cc1 (stereo not given)	1.6%
COc1ccc2ccccc2c1CNC(C)c1ccccc1 (stereo not given)	0.4%
C=C(C)c1cccc(C(C)(C)NC(=O)Nc2cccnc2)c1	0.2%
CCc1noc(C)c1C(=O)N1CCN(S(=O)(=O)c2ccc(Br)cc2Cl)CC1	0.5%[50 µM]
O=C(NCCc1ccc(Cl)cc1)c1ccc2ccccc2n1	0.0%

2 entries from above, reformatted.
CS(=O)(=O)N1CCN(C(=O)c2ccc3c(c2)OCCO3)CC1
  UTI89 phage lysis: -0.4%
O=C(COc1ccccc1Cl)NCCCNC(=O)c1cccnc1
  UTI89 phage lysis: 1.6%

(listing goes on)
Molecule	UTI89 phage lysis
CCN(CC)C(=O)c1nc[nH]c1C(=O)N1CCc2ccccc2C1	0.7%
CCOC(=O)COc1ccc(S(=O)(=O)NC2CC2)cc1	0.3%
CCN(CC(=O)Nc1ccc(NC(C)=O)cc1)C(=O)CCCOc1cccc(C)c1	-0.1%[50 µM]
S=C(c1ccccc1)N1CCCC1	1.5%
O=C(NCc1cccc(Cl)c1)N1CCN(S(=O)(=O)c2ccccc2F)CC1	-0.1%
CN1CCN(c2nc(-c3ccc(C(C)(C)C)cc3)nc3ccccc23)CC1	1.8%
CC1CCCC(C)N1C(=O)Cn1nnc(-c2ccccc2)n1 (stereo not given)	0.2%
CS(=O)(=O)Nc1ccc(-c2cc(/C=C3\SC(N)=NC3=O)c[nH]c2=O)cc1	-0.3%
CN(C)C(=O)c1ccc(NC(=O)c2sccc2-c2ccccc2)cc1	-0.4%
COc1ccc(OCc2cc(C(=O)NCC3CCCCO3)no2)c(Cl)c1 (stereo not given)	0.0%
CC12CCC(O)CC1=CCC1C2CCC2(C)c3[nH]ncc3CC12 (stereo not given)	0.9%
C[C@H](NC(=O)c1nc[nH]c1C(=O)N1CCN(c2ccccc2)CC1)c1ccccc1	1.7%
CC(C)(C)c1ccc(OCCC(=O)OCC(=O)Nc2cccnc2Cl)cc1	0.3%[50 µM]
CN(CCCNC(=O)CCc1cn(C)c2ccccc12)C1CCCCC1	0.0%
COc1cc(/C=N\NC(=O)c2ccc(-c3ccccc3)cc2)ccc1OCC(N)=O	0.5%[50 µM]
CC(=O)O[C@H](COc1c2ccoc2cc2oc(=O)ccc12)C(C)(C)O	-1.7%
O=C(CCC(=O)N1CCCC(Nc2ccccc2)C1)c1ccc(F)cc1 (stereo not given)	-0.1%
Cc1cccc(NC(=O)C2CCCN(S(=O)(=O)c3ccc(-n4cnnn4)cc3)C2)c1 (stereo not given)	0.2%
Fc1ccc(OCCOCCN2CCNCC2)cc1	0.2%
Cn1c(Cc2cccs2)nnc1SCC(=O)Nc1ccc(F)cc1F	1.8%[50 µM]
Cc1ccc(C)c(S(=O)(=O)N2CCCC2CNC(=O)C(=O)NC2CCCCCC2)c1 (stereo not given)	0.6%[50 µM]
Fc1ccc(Cn2nnc3ccccc32)cc1	0.2%
CN(Cc1nc2ccccc2s1)C(=O)c1ccc(F)cc1	0.2%
COc1ccccc1CCNC(=O)c1c(C)nn(CC(C)C)c1Cl	-0.2%[50 µM]
Cc1c(Br)c([N+](=O)[O-])nn1CC(=O)N1CCN(C23CC4CC(CC(C4)C2)C3)CC1	0.9%
Cc1ccccc1CN1CCN(C(=O)CC(C)C)CC1	-0.1%
CC[N+](CC)(CC)CCC(O)(c1ccccc1)C1CCCCC1 (stereo not given)	4.4%
Cc1ccc(C2CC(=O)Oc3cc(C)cc(C)c32)cc1 (stereo not given)	-0.1%
Cc1ccc(NC(=O)CSc2nc3[nH]c(=O)cc(O)c3s2)c(Br)c1	-0.4%[50 µM]

This is a subset; rates above refer to the full screens.
